# Screens as filed in PubChem.
# procasp7 counter = activates human procaspase-7, counter-screen for procaspase-3 activators; P55210; recombinant procaspase-7, Ac-DEVD-pNA absorbance 405 nm; D23A/D198A/D206A triple mutant, cannot self-cleave; scale: DMSO 0, 5 µM enzyme 100; activation, % at 8.5 µM; hit rate 0.093% among 330,000; AID 463210;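 active = percent activation above the screen-wide mean plus 3 SD, cut at about 25% in these data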
# Target sequence (P55210 whole entry D23A/D198A/D206A): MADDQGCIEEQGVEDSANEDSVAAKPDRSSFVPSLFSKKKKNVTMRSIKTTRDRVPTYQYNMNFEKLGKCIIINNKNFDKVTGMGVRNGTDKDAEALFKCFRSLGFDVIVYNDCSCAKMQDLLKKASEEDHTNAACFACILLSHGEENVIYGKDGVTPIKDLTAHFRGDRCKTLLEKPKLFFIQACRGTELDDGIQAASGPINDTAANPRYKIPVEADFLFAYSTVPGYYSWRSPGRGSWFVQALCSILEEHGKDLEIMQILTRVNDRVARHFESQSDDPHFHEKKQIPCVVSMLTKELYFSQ
#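 Replicates: singlicate. Assay system: Procaspase-7 triple mutant (PC-7 D3A). Signal: 405 nm absorbance of p-nitroaniline. Times: 1 h preincubation, 2 h reaction. Buffer or medium: Zinc-free HEPES pH 7.4 with 300 mM NaCl, 0.01% Triton X-100. Also added: DEVD-pNA substrate. Benchmarks: DMSO wells as 0%, DMSO with 5 µM added PC-7 as 100%.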
# RPL19A TOR yeast = yeast TOR pathway RPL19A-GFP modulation | S. cerevisiae RPL19A-GFP strain, flow cytometry, 3 h; stronger effect = lower value | percent response vs DMSO, % at 10 µM | hit rate 0.3% among 330,000;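 active = percent response vs DMSO below 50%; inconclusive = fewer than 70 events counted for the yeast strain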;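 also: median channel GFP fluorescence of the barcoded RPL19A-GFP strain; ratio of sample median GFP to plate DMSO average so 100% = DMSO; lower means less RPL19A-GFP as with rapamycin TOR inhibition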
# MEP2-GFP yeast = alters MEP2-GFP fluorescence in TOR pathway yeast screen. S. cerevisiae MEP2-GFP strain, flow cytometry GFP, 3 h; 100% = DMSO control level. GFP response vs DMSO, % at 10 µM. hit rate 0.51% among 330,000;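 active = GFP response versus DMSO above a set limit, roughly screen mean plus 3 SD, cut at about 180% in these data; inconclusive = fewer than 70 cells counted for a yeast strain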;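 also: median GFP fluorescence of the barcode-gated MEP2-GFP cells per well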
# GASC-1 inh = inhibitors of human GASC-1 (JMJD2C) demethylase | Q9H3R0 | GST-JMJD2C(1-420) H3K9me3 demethylation, DELFIA europium | inhibition, % at 2.35 µM | hit rate 0.069% among 330,000;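 active = more than half of a compound's replicate wells show inhibition beyond 50%, single wells judged on their own value; inconclusive = some, but no more than half, of replicates pass 50% inhibition; inactive = no replicate passes 50% inhibition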;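 also: signal counts dimethyl H3K9 product captured on neutravidin plate; 0% = median of DMSO wells and 100% = 0.3 times that DMSO median; strong numbers were not always called active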
# Target sequence (Q9H3R0 1-420 limits assumed): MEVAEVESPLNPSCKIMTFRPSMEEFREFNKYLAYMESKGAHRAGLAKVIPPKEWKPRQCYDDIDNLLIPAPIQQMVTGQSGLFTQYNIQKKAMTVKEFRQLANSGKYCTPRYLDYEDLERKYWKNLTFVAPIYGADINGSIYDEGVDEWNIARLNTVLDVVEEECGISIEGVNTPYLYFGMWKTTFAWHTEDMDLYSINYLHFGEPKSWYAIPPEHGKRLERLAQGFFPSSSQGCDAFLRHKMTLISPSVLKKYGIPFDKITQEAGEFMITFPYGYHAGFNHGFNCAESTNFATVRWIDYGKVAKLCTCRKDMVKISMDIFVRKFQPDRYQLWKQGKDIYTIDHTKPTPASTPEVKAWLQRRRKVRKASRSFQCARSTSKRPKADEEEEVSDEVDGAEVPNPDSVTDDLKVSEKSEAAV
# Yeast superoxide = caloric restriction mimetics inhibiting age-related superoxide in yeast | hit rate 0.18% among 330,000 | superoxide response (% of plate mean), % at 10 µM | S. cerevisiae aged cells, superoxide DHE fluorescence; stronger effect = lower value | AID 2690;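 active = superoxide response under a set limit, about three screen SD below normal, cut at about 65% in these data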;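 also: yeast aged for seven days with compound at 30 °C before DHE staining; 100% = average MFI of all compound-treated wells on the plate with controls excluded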
# LAP4-GFP MLPCN = modulators of TOR pathway LAP4-GFP in S. cerevisiae | S. cerevisiae LAP4-GFP multiplex, flow cytometry GFP, 3 h; median GFP as percent of DMSO wells | GFP response vs DMSO, % at 10 µM | hit rate 0.34% among 320,000;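 active = GFP response vs DMSO above a set limit, about the screen mean plus 3 SD, cut at about 150% in these data; inconclusive = under 70 cell events counted for the yeast strain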
# AHR activator = human AHR activation; P35869; AHR-responsive luciferase reporter cells, luminescence; activation, % at 5 µM; hit rate 2.5% among 320,000; in the data active = activation above about 47%;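 also: 0% = vehicle wells and 100% = reference agonist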
# proCasp3 act = activators of human procaspase-3; P42574; recombinant procaspase-3 D3A, Ac-DEVD-pNA absorbance 405 nm; activation, % at 8.5 µM; hit rate 0.11% among 330,000; AID 463141;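 active = activation above the mean of all tested compounds plus 3 SD, cut at about 21% in these data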;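 also: 0% = DMSO alone and 100% = DMSO wells spiked with extra 5 µM PC-3 D3A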
# Target sequence (P42574 whole entry D9A/D28A/D175A): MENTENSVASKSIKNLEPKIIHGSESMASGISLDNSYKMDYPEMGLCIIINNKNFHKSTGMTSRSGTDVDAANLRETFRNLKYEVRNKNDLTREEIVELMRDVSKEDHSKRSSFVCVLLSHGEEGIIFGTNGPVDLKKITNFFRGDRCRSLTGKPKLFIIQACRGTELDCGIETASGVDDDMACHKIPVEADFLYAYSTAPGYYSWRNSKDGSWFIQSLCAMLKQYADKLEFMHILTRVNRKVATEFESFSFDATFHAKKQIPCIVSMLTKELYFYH
#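 Test system: Procaspase-3 D3A mutant; medium: Zinc-free HEPES/NaCl buffer with 0.01% Triton X-100 at pH 7.4; reagent: DEVD-pNA substrate; doses: one concentration, 8.5 µM nominal, 0.8% DMSO; times: 1 h preincubation plus 2 h reaction at 25 °C; signal: Epi-absorbance at 405 nm of released p-nitroaniline, 0 and 120 min; replicates: singlicate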
# * marks the source's active call; other numbers are inactive results; ? = inconclusive; / = not tested or not shown; [ ] = another dose, or the depositor's remark.
SMILES,procasp7 counter,RPL19A TOR yeast,MEP2-GFP yeast,GASC-1 inh,Yeast superoxide,LAP4-GFP MLPCN,AHR activator,proCasp3 act
CCC(CO)Oc1cc(NCc2ccccc2)c2ncn(C3CCCC3)c2c1 (stereo not drawn),0,98,99,-1,90,94,19,-1
O=C(Nc1ccc(Cl)cc1)C1CCCCN1S(=O)(=O)c1ccccc1 (stereo not drawn),4,97,93,-11,100,94,11,1
Cn1c(=O)[nH]c(=O)c2c1nc(NCCCn1ccnc1)n2Cc1cccc(Br)c1,4,101,123,0,100,107,2,-2
COc1ccc(Cn2c(=O)oc3ccc(C)cc32)cc1OC,1,92,93,15,76,85,1,-9
COc1ccc(NC(=O)CSc2nnc(C3CC3)n2C)cc1S(=O)(=O)N1CCCCC1,16,100,104,-5,77,112,0,7
CCN(C(=O)c1cnc2scc(C)n2c1=O)c1ccccc1C,6,95,105,15,85,109,0,2
CCOC(=O)N1CCN(C(=O)C(CC)c2ccccc2)CC1 (stereo not drawn),7,99,99,4,93,92,6,-7
O=C(Cn1c(=O)n(CCCCC(=O)NC2CCCC2)c(=O)c2ccccc21)NCCC1=CCCCC1,3,97,103,9,112,97,2,0
CS(=O)(=O)N(CC(=O)Nc1ccccc1C(=O)N1CCOCC1)c1ccccc1,-7,104,108,8,93,97,-3,0
COc1cccc(C(=O)Nc2cc(C)ccc2NC(=O)COc2ccccc2)c1,-7,93,94,-3,98,93,30,4

# As a working copy, some entries already given:
SMILES,procasp7 counter,RPL19A TOR yeast,MEP2-GFP yeast,GASC-1 inh,Yeast superoxide,LAP4-GFP MLPCN,AHR activator,proCasp3 act
CCC(CO)Oc1cc(NCc2ccccc2)c2ncn(C3CCCC3)c2c1 (stereo not drawn),0,98,99,-1,90,94,19,-1
O=C(Nc1ccc(Cl)cc1)C1CCCCN1S(=O)(=O)c1ccccc1 (stereo not drawn),4,97,93,-11,100,94,11,1
Cn1c(=O)[nH]c(=O)c2c1nc(NCCCn1ccnc1)n2Cc1cccc(Br)c1,4,101,123,0,100,107,2,-2
COc1ccc(Cn2c(=O)oc3ccc(C)cc32)cc1OC,1,92,93,15,76,85,1,-9
COc1ccc(NC(=O)CSc2nnc(C3CC3)n2C)cc1S(=O)(=O)N1CCCCC1,16,100,104,-5,77,112,0,7
CCN(C(=O)c1cnc2scc(C)n2c1=O)c1ccccc1C,6,95,105,15,85,109,0,2
CCOC(=O)N1CCN(C(=O)C(CC)c2ccccc2)CC1 (stereo not drawn),7,99,99,4,93,92,6,-7

# Carrying on.
SMILES,procasp7 counter,RPL19A TOR yeast,MEP2-GFP yeast,GASC-1 inh,Yeast superoxide,LAP4-GFP MLPCN,AHR activator,proCasp3 act
Cn1cnnc1SCC(=O)Nc1ccccc1Sc1ccccc1,2,100,99,15,96,112,-1,0
COc1ccc(CN(C(=O)c2snc(C(N)=O)c2N)C(C(=O)NC2CCCC2)c2ccc(OC)cc2)cc1 (stereo not drawn),-43,98,99,-1,89,97,0,-33
COC(=O)[C@H](C)NC(=O)Nc1cccc(Br)c1,6,98,106,3,107,138,2,-6
COC(=O)c1cccc(C(=O)N2CCCC(CNC(=O)c3ccccc3Cl)C2)c1 (stereo not drawn),-2,100,99,1,97,94,3,-1
CSc1nsc(SC)c1NC(=O)OCc1ccccc1,8,103,102,-8,107,112,4,-4
CC(C(=O)O/N=C(\N)c1cccnc1)c1ccc([N+](=O)[O-])cc1 (stereo not drawn),2,98,97,-5,77,85,5,4
CNC(=O)CN(Cc1ccccc1)S(=O)(=O)c1ccc(Cl)cc1,15,105,105,5,100,96,0,-1
Cc1ccsc1C1Nc2ccc3ncccc3c2C2=C1C(=O)CC(C)(C)C2 (stereo not drawn),2,96,100,-1,108,103,2,1
Cn1c(=O)n(Cc2ccco2)c(=N)c2c3c(sc21)CCCC3,5,96,104,7,77,106,3,9
COc1ccc(C(=O)NC(=S)NCc2cccnc2)cc1OC,-6,92,94,27,84,97,39,-3
Cc1cc(OCC(=O)O)c2ccccc2n1,16,97,103,-6,93,95,-1,5
CC(=O)c1ccccc1OC(=O)c1ccco1,-4,99,97,-1,98,86,6,6
O=C1c2ccccc2C(O)N1Cc1ccco1 (stereo not drawn),14,104,96,15,110,99,-3,-7
CCc1ccccc1OCC(=O)N(CC)CC(=O)NCc1ccc(F)cc1,3,103,103,2,88,92,4,1
CCOc1ccc(C(=O)/C=C/Nc2ccc(S(=O)(=O)Nc3cc(C)nc(C)n3)cc2)cc1,1,95,91,12,100,92,-1,-2
CC(Sc1ccccc1)C(=O)Nc1cccc(N(C)S(C)(=O)=O)c1 (stereo not drawn),13,96,96,-1,85,94,3,7
O=C(c1cccs1)N1CCC(Cc2ccccc2)CC1,4,95,90,-4,99,113,-3,5
O=C(NCC1CCCCC1)c1cc([N+](=O)[O-])ccc1N1CCOCC1,5,99,101,16,110,101,2,-11
CC(=O)N1c2ccc(S(=O)(=O)N3CCC(C(=O)Nc4ccccn4)CC3)cc2CC1C (stereo not drawn),-5,97,105,4,97,97,0,0
CC(C)(C)c1ccc(OCCN2CCCC2)cc1,4,94,100,4,106,88,0,-2
c1csc(-c2nc(CN3CCSCC3)cs2)c1,-12,91,97,-2,98,102,4,8
CCCCCC(=O)N/N=C(\C)c1ccc(NC(=O)c2ccco2)cc1,11,111,114,17,88,105,8,9
CCOC(=O)c1c(NC(=O)C2=C(C)NC(=S)NC2c2ccc(C)cc2)sc(C)c1C (stereo not drawn),19,113,97,-33,106,90,1,2
Cc1nn(-c2ccc([N+](=O)[O-])cc2)c2c1C(c1ccc(OC(F)F)cc1)N1C(=N2)C(=O)Nc2ccccc21 (stereo not drawn),-11,106,111,17,106,98,1,-6
COc1ccccc1N=Cc1nc(-c2ccccc2)oc1OC(C)=O,7,94,95,2,90,108,16,5
O=C(O)C1=C(C(=O)Nc2cc(C(F)(F)F)ccc2Cl)CCCC1,-3,92,86,4,103,89,1,-9
COc1ccc(C(=O)Nc2nnc(S(=O)(=O)N3CCCCCC3)s2)cc1OC,2,102,102,4,87,109,5,2
COc1ccccc1NC(=O)CCSc1nc(C)cc(C)n1,-7,102,100,8,93,100,2,4
Cc1ccc(CS(=O)(=O)CCC(=O)NCCN(C)Cc2ccccc2)cc1,0,98,99,-5,94,101,-1,6
Cc1ccc(N/C=C2\C(=O)C3(C)CCC2C3(C)C)cc1C (stereo not drawn),5,101,114,3,100,113,3,3
C[C@@H]1COC(=O)[C@H](CC(=O)OC(C)(C)C)C/C=C\C[C@@H](CC(=O)N[C@H](CO)Cc2ccccc2)C(=O)N1,7,96,95,9,98,95,-1,5
O=C(Cc1cccc2ccccc12)Nc1ccc(N2CCOCC2)cc1,5,108,101,-2,91,101,1,-6
Cc1cccc(NC(=O)Nc2ccc3c(c2)OCO3)n1,-15,103,101,2,104,92,180*,2
COc1cc(CC(=O)Nc2nc(-c3ccc(F)c(F)c3)cs2)cc(OC)c1OC,-7,97,104,1,96,113,-4,-2
COc1ccc(OCCSc2nnc(C)n2-c2ccccc2)cc1,-6,101,108,-4,99,102,1,5
O=C(NCC(=O)N1CCN(c2ccccc2)CC1)c1ccccc1,9,103,102,11,126,93,6,0
O=C(CN(CC1CCCO1)C(=O)CCC(=O)Nc1nccs1)NCC1CCCO1 (stereo not drawn),-3,98,94,-23,89,91,6,8
COc1ccc(-n2c(=S)[nH]c3cc(C(=O)NCCCN4CCCC4=O)ccc3c2=O)cc1,4,98,92,2,97,96,0,6
CCCCC(=O)OCC(=O)N1N=C(c2c[nH]c3ccccc23)C(O)C1c1ccc(OC)cc1 (stereo not drawn),-9,102,100,6,102,94,9,-10
O=C(Cc1ccccc1)N/N=C/c1ccc([N+](=O)[O-])s1,10,100,101,8,115,102,1,-5
Cc1ccc(/C=N/Nc2nc(N3CCCCC3)nc(N3CCCCC3)n2)o1,-1,99,99,19,93,106,3,8
CN(C(=O)COC(=O)/C=C/c1ccc2ccccc2n1)c1c(N)n(Cc2ccccc2)c(=O)[nH]c1=O,3,102,109,1,134,108,15,10
COc1ccc(OC)c(NC(=O)c2ccccc2N(C)S(=O)(=O)c2ccc(C)cc2)c1,3,103,104,2,103,89,1,-1
Cc1ccc(S(=O)(=O)Nc2ccccc2C(=O)N2CCOCC2)cc1,0,99,90,24,81,79,2,-2
O=C(CSc1nnc(-c2ccco2)o1)N1CCN(c2ccccc2)CC1,3,94,97,-3,94,93,1,-1
CCOC(=O)c1ccccc1NC(=O)c1c(F)c(F)c(F)c(F)c1F,4,94,94,?,93,96,2,1
O=C(NCCn1c(-c2ccncc2)nc2ccccc21)[C@H]1CCCN1c1nc(CN2CCCCC2)cs1,3,100,91,3,87,111,3,3
CC(=O)Nc1ccc(-c2cn3c(n2)SCC3)cc1,2,93,94,-8,141,106,6,5
CCc1ccc(CN(C)C(=O)C2CCC(=O)N(CCCN3CCCC3=O)C2)cc1 (stereo not drawn),6,98,100,3,103,108,0,10
COc1ccc(CCNC(=O)Cn2ccc3cc(S(=O)(=O)N4CCCC4)ccc32)cc1OC,2,91,118,-1,98,95,0,3

# The results go on:
SMILES,procasp7 counter,RPL19A TOR yeast,MEP2-GFP yeast,GASC-1 inh,Yeast superoxide,LAP4-GFP MLPCN,AHR activator,proCasp3 act
CCC(=O)Nc1sc2c(c1C#N)CCC2,6,109,103,-7,95,100,16,7
COc1ccc(CNC(=O)COC(=O)/C=C/c2ccc(Cl)cc2)cc1,6,92,95,-27,99,98,-1,2
NC(=O)c1nsc(C(=O)N(CCCN2CCOCC2)C(C(=O)NC2CCCCC2)c2ccc(Cl)cc2)c1N (stereo not drawn),0,38*[may fluoresce violet],238*[may fluoresce violet],-11,102,64[may fluoresce violet],0,-8
CCc1ccc(-n2nnnc2SCC(=O)NNC(=O)c2ccco2)cc1,-2,98,96,3,98,99,2,4
CN(C)CC#CCOC(c1ccccc1)c1ccccc1,3,103,102,-4,99,96,2,-4
CCCS(=O)(=O)NCc1cn2cccc(C)c2n1,6,98,97,69,102,96,1,1
O=C1C(Nc2ccccc2)=C/C(=N/S(=O)(=O)c2cccs2)c2ccccc21,7,101,106,1,105,103,15,-6
CCCCc1nc(SCCN2CCOCC2)c2c(=O)n(C)c(=O)n(C)c2n1,9,100,95,3,91,99,0,1
Cc1ccc(S(=O)(=O)Nc2ncnc3sccc23)cc1C,9,97,100,/,98,101,3,4
CSc1oc(-c2ccco2)nc1S(=O)(=O)c1ccc(F)cc1,-7,96,90,-3,114,106,2,-12
COc1ccc(N2C(=O)C3CCCN3C2c2cccc(OC)c2OC)cc1 (stereo not drawn),11,95,103,7,93,98,1,-5
CCOc1ccc(C(=O)Nc2cccc(C(=O)O)c2)cc1Cl,3,103,107,-2,105,101,-12,3
NS(=O)(=O)c1ccc(-n2nncc2-c2ccco2)cc1,4,88,86,4,112,89,-2,1
COc1ccc(S(=O)(=O)N2CCCC(C(=O)NCc3cccnc3)C2)cc1OC (stereo not drawn),2,96,99,-6,94,100,-3,7
